Source: PubChem BioAssay
Chronic BCR inh – chronic active BCR signaling inhibition. ABC-DLBCL IkBa-CBG/CBR reporter, luminescence ratio, 4 h. Potency, µM (doses to about 46.1 µM), inactives show top-dose ratio change, negative = lower green/red ratio, most hits filed as inhibitors. 0.05% of 340,000 active. AID 493014; active = well fitted inhibition curve with a large enough effect in the signal ratio, with a control signal flat, not every such curve was filed as active; inconclusive = small, poorly fitted or top-dose-only effect, or effect the other way, or a change in a side signal; the % refers to the signal ratio;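 note: potency is the fitted concentration of half-maximal effect; plate controls were basal doxycycline-induced cells for no effect and cells given 10 µM MG132 for full effect; MG132 reads +100%, hits lower the ratio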
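TMD8 human ABC-DLBCL cells with doxycycline-inducible IκBα–green luciferase fusion and unfused red luciferase, in 0.5% FBS medium; compounds up to 46 uM, 4 h at 37C. Green/red luminescence ratio, filter-overlap corrected, fitted to concentration-response curves.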
TCR activator – T cell receptor activation. AID 504894. 330,000 tested, under 10 active. primary human leukocytes, anti-CD3, IL-2 HTRF, 48 h. Potency, µM (series often up to 9.22 µM), without a hit: at the highest dose activation of IL-2 secretion, most hits filed as activators; note: % of control where 0% means no effect
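HTRF read-out of IL-2 secretion: europium cryptate donor excited at 320nm, d2 acceptor emission at 665nm. Cells were primary human leukocytes incubated 48 hr with compounds and a-CD3 beads, supplying TCR signal only.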
hERG WT inh – KCNH2 (human, wildtype) channel inhibition; activity change, % at 1.84 µM; U2OS, BacMam KCNH2, thallium flux FluxOr; active compounds read low; 0.37% of 340,000 active; Q12809;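 active = maximum activity change below -70%; inconclusive = maximum activity change between -70% and -50%; inactive = maximum activity change above -50%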; note: % is set by controls: 0 for no effect and ±100 for the full control effect
Target sequence (Q12809 whole entry, looked up): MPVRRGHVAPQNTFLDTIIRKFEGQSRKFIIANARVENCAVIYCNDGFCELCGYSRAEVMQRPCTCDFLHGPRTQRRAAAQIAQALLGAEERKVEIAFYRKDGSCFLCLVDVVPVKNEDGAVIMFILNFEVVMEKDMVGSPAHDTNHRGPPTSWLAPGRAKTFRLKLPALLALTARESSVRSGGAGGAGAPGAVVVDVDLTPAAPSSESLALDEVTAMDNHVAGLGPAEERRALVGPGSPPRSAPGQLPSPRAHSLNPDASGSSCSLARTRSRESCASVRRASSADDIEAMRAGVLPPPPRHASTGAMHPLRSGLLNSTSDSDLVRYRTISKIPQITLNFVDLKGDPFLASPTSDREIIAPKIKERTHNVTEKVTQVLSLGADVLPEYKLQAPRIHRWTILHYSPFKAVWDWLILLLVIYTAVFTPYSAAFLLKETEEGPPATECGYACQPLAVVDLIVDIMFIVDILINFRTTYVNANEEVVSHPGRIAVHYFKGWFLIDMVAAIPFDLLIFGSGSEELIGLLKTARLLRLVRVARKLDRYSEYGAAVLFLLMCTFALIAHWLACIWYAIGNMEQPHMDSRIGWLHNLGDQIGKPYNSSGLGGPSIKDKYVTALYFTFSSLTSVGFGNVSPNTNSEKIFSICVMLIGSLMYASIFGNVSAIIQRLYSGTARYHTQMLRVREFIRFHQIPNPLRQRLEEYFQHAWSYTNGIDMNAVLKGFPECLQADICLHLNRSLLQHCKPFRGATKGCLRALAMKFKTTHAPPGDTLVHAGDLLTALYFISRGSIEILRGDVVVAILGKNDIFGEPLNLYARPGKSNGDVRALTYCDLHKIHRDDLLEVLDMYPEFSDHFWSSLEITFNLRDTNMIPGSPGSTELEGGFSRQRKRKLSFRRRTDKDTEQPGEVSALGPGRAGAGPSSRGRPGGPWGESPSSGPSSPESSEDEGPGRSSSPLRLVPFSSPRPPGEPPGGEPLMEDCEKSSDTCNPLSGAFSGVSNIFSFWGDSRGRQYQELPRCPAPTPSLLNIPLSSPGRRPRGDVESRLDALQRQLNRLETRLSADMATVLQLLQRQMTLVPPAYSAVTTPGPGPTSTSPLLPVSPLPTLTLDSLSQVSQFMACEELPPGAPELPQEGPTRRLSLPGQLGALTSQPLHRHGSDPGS
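U2OS cells were transduced with wild-type KCNH2 virus (2.03 x 10^8 / mL) for 4 h at room temperature, then cultured overnight at 37 C. Thallium flux was read with FluxOr dye. Rate constants were normalized to DMSO controls.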
CXXC DNA block – blocks binding of human MLL CXXC domain to DNA. Q03164. MLL-CXXC / FITC-HOXA9 DNA fluorescence polarization. Potency, µM (series often up to 115 µM), inactives show top-dose activity change, negative = inhibition, actives largely listed as inhibitors. 0.037% of 290,000 active. AID 2662; active = well fitted inhibition curve with a large enough effect in the polarisation, with a control signal flat, not every such curve was filed as active; inconclusive = small, poorly fitted or top-dose-only effect, or effect the other way, or a change in a side signal; inactive = no such curve, though single readings can be large or run the other way; the % refers to the polarisation; note: potency is the fitted concentration of half-maximal effect
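Steps: dispense CXXC domain solution (7 uM) → pin compounds or unlabeled HOX-A9 DNA control → 5 min ambient → add FLSN-HOX-A9 solution (50 nM) → spin → 30 min ambient → fluorescence polarization. Tris pH 7.5/NaCl/DTT/BSA buffer.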
GALK inhibitor – inhibitors of human galactokinase; Potency, µM (series often up to 57.5 µM), without a hit: at the top dose activity change, negative = inhibition, usual class: inhibitors; Purified GALK, Kinase-Glo residual ATP luminescence; P51570; 0.007% of 270,000 active; note: potency is the fitted concentration of half-maximal effect; % is set by controls: 0 for no effect and ±100 for the full control effect
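Luminescence from leftover ATP (Ultra-Glo luciferase/luciferin) served as read-out after a 1 h room-temperature reaction of 5 nM GALK with 35 uM ATP and 100 uM galactose.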
TSHR antagonist – human thyrotropin receptor antagonism; activity change, negative = inhibition, % at 11.5 µM; P16473; AID 504810; TSHR-expressing cells, TSH-stimulated cAMP HTRF, 2 h; active compounds read low; 0.2% of 330,000 active;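 active = activity change below a set negative limit, meaning inhibition stronger than a set level, cut at about -70% in these data; inconclusive = activity change between two set negative limits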; note: % is set by controls: 0 for no effect and ±100 for the full control effect
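TSHR-expressing cells were treated with compounds, then stimulated with TSH at EC80 (4nM final) for 2 hours at 37 deg C. Cellular cAMP was measured by HTRF competition between lysate cAMP and cAMP-d2 for a cryptate-labelled anti-cAMP antibody.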
FBPA coupling cs – counter-screen for Giardia aldolase inhibitors: coupling enzyme system | 0.67% of 290,000 active | activity change, negative = inhibition, % at 58.2 µM, hits read low | AID 2472 | coupling enzyme system counterscreen, AmpLite Red fluorescence; in the data active = activity change below about -30%; note: % is set by controls: 0 for no effect and ±100 for the full control effect
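Counterscreen of the coupled detection system alone, without aldolase: glyceraldehyde-3-phosphate coupling enzymes plus AmpLite Red readout. Compounds at 57.5 uM final, 10 min RT preincubation, 20 min RT reaction, fluorescence 525/598 nm.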
Tb PFK block – T. brucei PFK enzyme inhibition | T. brucei PFK, ADP-Glo luminescence | 0.17% of 330,000 active | Potency, µM (top dose mostly 57.5 µM), for inactives: top-dose activity, negative = inhibition, actives largely listed as inhibitors | O15648;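 note: potency is the fitted concentration of half-maximal effect; 0% = uninhibited 1x PFK enzyme wells and -100% = no-enzyme wells; nearly all actives have a fitted effect of over 60% in size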
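Activity is normalized to no-enzyme wells (full inhibition) and 1.25 nM enzyme wells (no inhibition). Reaction: 0.5 mM F6P, 0.1 mM ATP, 45 min RT, ADP-Glo luminescence; concentration-response curves fitted and classed by quality.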
AT treatment – potential ataxia-telangiectasia treatment. […] A-T fibroblasts, KAP-1 phosphorylation AlphaLISA; neocarzinostatin DNA damage 30 min before lysis. Potency, µM (highest dose often 57.5 µM), inactives show top-dose activation, most hits filed as activators. 0.19% of 320,000 active. AID 485349; note: potency is the fitted concentration of half-maximal effect; % of control where 0% means no effect; nearly all actives have a fitted effect of over 45% in size
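hTERT-immortalized A-T patient fibroblasts ([…]), 500 cells/well in OPTI-MEM, 1% FBS, got compounds for 60 min, then NCS for 30 min at 37C. Lysates were then assayed for phospho-KAP-1 by AlphaLISA (anti-pKAP1 donor, anti-KAP1 acceptor beads), 6 hr at 25C.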
Giardia killer – Giardia lamblia killing; Giardia lamblia trophozoite viability; activity change, % at 7.66 µM, hits read low; 0.15% of 340,000 active; in the data active = activity change below about -80%; inconclusive = between about -30% and that limit;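 note: parasites exposed to compound for two days anaerobically before the ATP read; % is set by controls: 0 for no effect and ±100 for the full control effect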
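Luminescence from cellular ATP indicates surviving trophozoites (100 cells/well) following 48 hrs anaerobic compound treatment at 37 deg C; signal develops 15-30 min at room temperature.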
* marks the source's active call; other numbers are inactive results; [ ] = remark or other dose. Unless noted, calls come from the whole dose curve; as a rule, active = well fitted curve in the direction sought with a large enough effect; inconclusive = small, poorly fitted or top-dose-only effect, or another doubt; inactive = no such curve, though single readings can be large; an effect the other way counts as inactive or inconclusive.

COc1ccc(CCNC(=O)CCN2C(=O)C3CC=CCC3C2=O)cc1OC (stereo not drawn) was read as Chronic BCR inh 1%, TCR activator 0%[46.1 µM], hERG WT inh -1, CXXC DNA block 8%, GALK inhibitor 0%, TSHR antagonist 10, FBPA coupling cs 2, Tb PFK block 0% and Giardia killer 12.
`CN(C)S(=O)(=O)N1CCN(C(=O)N2CCCCC2)CC1` gave Chronic BCR inh 1%, TCR activator -1%, hERG WT inh -11, CXXC DNA block -3%, GALK inhibitor 0%, TSHR antagonist 9, FBPA coupling cs 2, Tb PFK block -2%, AT treatment -5% and Giardia killer -10.
Screening COc1ccc(CN2C(=O)c3ccccc3C2OC)cc1 (stereo not drawn) returned Chronic BCR inh -3%, TCR activator 0%, hERG WT inh -5, CXXC DNA block 5%, GALK inhibitor 5%, TSHR antagonist -1, FBPA coupling cs 2, Tb PFK block -1%, AT treatment -17% and Giardia killer -3.
For Cc1nc(NN)c2c3c(sc2n1)COC(C)(C)C3 the results were Chronic BCR inh inconclusive, TCR activator -3%, hERG WT inh -16, CXXC DNA block 13%, GALK inhibitor -1%, TSHR antagonist 4, FBPA coupling cs -3, Tb PFK block 0%, AT treatment 7% and Giardia killer -8.
Screening CC12CN3CC(C)(CN(C1)C3c1cc(Br)ccc1O)C2=O (stereo not drawn) returned Chronic BCR inh -3%, TCR activator -3%, hERG WT inh 2, CXXC DNA block 3%, GALK inhibitor 0%, TSHR antagonist 9, FBPA coupling cs 6, Tb PFK block -12%, AT treatment 1% and Giardia killer 12.
COc1ccccc1CNC(=O)COC(=O)c1ccco1 was read as Chronic BCR inh 2%, TCR activator 11%, hERG WT inh 20, Tb PFK block 4%, AT treatment -3% and Giardia killer -10.
C#CCOc1c(Cl)cc(/C=N/O)cc1OC was read as Chronic BCR inh inconclusive, TCR activator 2%[46.1 µM], hERG WT inh -4, CXXC DNA block -5%, GALK inhibitor 2%, TSHR antagonist -1, FBPA coupling cs 0, Tb PFK block 0%, AT treatment -1% and Giardia killer 23.
For Nc1c2c(nc3ccccc13)CCCC2=O the results were Chronic BCR inh inconclusive, TCR activator 2%, hERG WT inh 1, CXXC DNA block -9%, GALK inhibitor -1%, TSHR antagonist 12, FBPA coupling cs -3, Tb PFK block -2%, AT treatment -8% and Giardia killer 5.
O=C(NNS(=O)(=O)c1ccc(Cl)cc1)c1sccc1-n1cccc1 was read as Chronic BCR inh -1%, TCR activator 0%, hERG WT inh 3, CXXC DNA block -16%, GALK inhibitor 1%, TSHR antagonist 28, FBPA coupling cs 10, Tb PFK block -4%, AT treatment -2% and Giardia killer 12.
`COc1ccc(N2CCN(C(=O)c3ccc(Cn4c(=S)[nH]c5ccc(N6CCOCC6)cc5c4=O)cc3)CC2)cc1` gave Chronic BCR inh inconclusive, TCR activator 5%, hERG WT inh -2, CXXC DNA block -1%, GALK inhibitor -1%, TSHR antagonist 0, FBPA coupling cs -1, Tb PFK block -6%, AT treatment 2% and Giardia killer -6.
For N#C/C(=C\c1ccncc1)c1ccccn1 the results were Chronic BCR inh inconclusive, TCR activator 4%, hERG WT inh 0, CXXC DNA block 15%, GALK inhibitor 1%, TSHR antagonist 10, FBPA coupling cs -1, Tb PFK block -7%, AT treatment -5% and Giardia killer 7.
Screening Cc1nc(SCc2nnc(-c3ccc(Cl)cc3)o2)c2c3c(sc2n1)CCC3 returned Chronic BCR inh 0%, CXXC DNA block 0%, GALK inhibitor 4%, TSHR antagonist -1, FBPA coupling cs -2, Tb PFK block -1% and AT treatment -2%.
For CCc1ccccc1NC(=O)CNC(=O)c1ccc(OCc2cn3ccccc3n2)cc1 the results were Chronic BCR inh -2%, TCR activator 0%, hERG WT inh -2, TSHR antagonist -4, Tb PFK block -19%, AT treatment 5% and Giardia killer -4.
For O=C(COC(=O)CN1C(=O)c2ccccc2C1=O)Nc1ncc(Cl)cc1Cl the results were Chronic BCR inh 4%, TCR activator -4%, hERG WT inh 13, CXXC DNA block inconclusive, GALK inhibitor -2%, TSHR antagonist -4, FBPA coupling cs 0, Tb PFK block 2%, AT treatment 5% and Giardia killer 6.
`C=CC[C@@H](CC(=O)N[C@@H](CO)Cc1ccccc1)C(=O)N[C@H](C)COC(=O)[C@@H](CC=C)Cc1ccc(F)cc1` gave Chronic BCR inh 0%, TCR activator 1%, hERG WT inh 4, TSHR antagonist -1, Tb PFK block -3%, AT treatment -1% and Giardia killer -13.
CCC(C)(C)C1CCc2nc3ccccc3c(C(=O)OC(C)C(=O)Nc3c(C)n(C)n(-c4ccccc4)c3=O)c2C1 (stereo not drawn) was read as Chronic BCR inh inconclusive, TCR activator -1%[46.1 µM], hERG WT inh 11, CXXC DNA block 9%, GALK inhibitor 0%, TSHR antagonist -2, FBPA coupling cs 4, Tb PFK block -2%, AT treatment 2% and Giardia killer 3.
`Cc1ccc(OCC(=O)Nc2ccccc2-c2ccccc2)cc1` gave Chronic BCR inh inconclusive, TCR activator -5%, hERG WT inh -6, CXXC DNA block -3%, GALK inhibitor -3%, TSHR antagonist -17, FBPA coupling cs 0, Tb PFK block -5%, AT treatment 4% and Giardia killer -9.
For CN1C(=O)NC(c2ccc(O)cc2)C2=C1CN(c1cccc3ccccc13)C2=O (stereo not drawn) the results were Chronic BCR inh -14%, TCR activator -1%, hERG WT inh -3, CXXC DNA block -1%, GALK inhibitor -1%, TSHR antagonist 3, FBPA coupling cs 0, Tb PFK block -7%, AT treatment -3% and Giardia killer -8.
`S=C(NCc1ccco1)Nc1ccc(Br)cc1Cl` gave Chronic BCR inh inconclusive, TCR activator -2%, hERG WT inh 2, CXXC DNA block -12%, GALK inhibitor 7%, TSHR antagonist -1, FBPA coupling cs 1, Tb PFK block -2%, AT treatment -1% and Giardia killer -17.
CN(Cc1ccccc1)c1ccc(S(=O)(=O)N2CCOCC2)cn1 was read as Chronic BCR inh 14%, TCR activator 7%, hERG WT inh -2, CXXC DNA block 23%, GALK inhibitor 3%, TSHR antagonist -9, FBPA coupling cs 0, Tb PFK block 6% and Giardia killer 11.

Brought forward from above: two entries; new compounds follow.
`S=C(NCc1ccco1)Nc1ccc(Br)cc1Cl` gave Chronic BCR inh inconclusive, TCR activator -2%, hERG WT inh 2, CXXC DNA block -12%, GALK inhibitor 7%, TSHR antagonist -1, FBPA coupling cs 1, Tb PFK block -2%, AT treatment -1% and Giardia killer -17.
CN(Cc1ccccc1)c1ccc(S(=O)(=O)N2CCOCC2)cn1 was read as Chronic BCR inh 14%, TCR activator 7%, hERG WT inh -2, CXXC DNA block 23%, GALK inhibitor 3%, TSHR antagonist -9, FBPA coupling cs 0, Tb PFK block 6% and Giardia killer 11.
Screening Fc1cccc(Cl)c1CNn1cn[nH]c1=S returned Chronic BCR inh 2%, TCR activator -4%, hERG WT inh 10, CXXC DNA block -8%, GALK inhibitor 0%, TSHR antagonist -6, FBPA coupling cs 2, Tb PFK block -2%, AT treatment -2% and Giardia killer 5.
O=C(CCN1C(=O)S/C(=C\c2ccc(F)cc2)C1=O)Nc1ccc(C(=O)O)c(O)c1 was read as Chronic BCR inh -5%, TCR activator -4%, hERG WT inh 11, CXXC DNA block -3%, GALK inhibitor -6%, TSHR antagonist 7, Tb PFK block 26%, AT treatment -5% and Giardia killer -18.
Screening C/C(=N\NC(=O)Cc1cccc2ccccc12)c1ccncc1 returned Chronic BCR inh -4%, TCR activator -1%[46.1 µM], hERG WT inh 12, CXXC DNA block -2%, GALK inhibitor 1%, TSHR antagonist 12, FBPA coupling cs 0, Tb PFK block 1%, AT treatment -1% and Giardia killer -3.
CCOC(=O)c1cc(-c2csc(COc3ccc(Cl)cc3)n2)on1 was read as Chronic BCR inh 0%, TCR activator -2%, hERG WT inh 10, CXXC DNA block 0%, GALK inhibitor -3%, TSHR antagonist -12, FBPA coupling cs -3, Tb PFK block 0%, AT treatment -1% and Giardia killer -29.
NC(=O)c1cccn1-c1ncc(C(F)(F)F)cc1Cl was read as Chronic BCR inh 3%, TCR activator -4%, hERG WT inh -1, CXXC DNA block 2%, GALK inhibitor 1%, TSHR antagonist 5, FBPA coupling cs 2, Tb PFK block -2%, AT treatment 6% and Giardia killer 12.
Screening CN1CCN(C(=O)C2CCC(C)(C(=O)O)C2(C)C)CC1 (stereo not drawn) returned Chronic BCR inh -7%, TCR activator -38%, hERG WT inh -7, CXXC DNA block 0%, GALK inhibitor 5%, TSHR antagonist 10, FBPA coupling cs -3, Tb PFK block -2%, AT treatment -2% and Giardia killer 12.
